Yfh1-off respiration – enhancers of respiration in Yfh1-depleted yeast, dose response, Friedreich's ataxia, plus single-dose screen (AID 1465); S. cerevisiae Yfh1-off respiration, WST-1 reduction, 72 h; higher fold induction means a stronger effect; fold induction at 50 µM, or EC50 in µM where a hit was titrated; 220,000 tested, 0.074% active;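 active means fold induction of absorbance versus untreated yeast above a set limit, then at least 30% activation at any dose in follow-up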;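 further: activators that raise dye reduction in frataxin-depleted yeast; strong numbers were not always called active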
M1AAP inhibition – P. falciparum M1AAP inhibitors, biochemical, fluorogenic H-Leu-NHMec substrate, 1536-well (AID 1445); 220,000 tested, 0.42% active; recombinant M1AAP, H-Leu-NHMec fluorogenic kinetic assay; higher % means a stronger effect; Aminopeptidase N (Plasmodium falciparum (isolate 3D7)); one-dose inhibition, % at 30 µM; IC50 in µM for titrated hits;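 active means primary inhibition above the hit cutoff, then over 50% inhibition at one or more dose response concentrations, cut at about 23% in these data, passing the limit was not always enough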;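 further: plate controls were DMSO full reaction for no effect and no enzyme background for full effect; strong numbers were not always called active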
MT stabilize HCS – microtubule stabilizers in HeLa cells, primary screen, imaging, high-content imaging; 200,000 tested, 0.83% active; % tubulin-high responders, % at 10 µM; AID 2205, 2009; HeLa tubulin immunostaining HCS, 24 h; share of cells brighter than vehicle mean+2SD;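 active means plate Z-score above 3 for both tubulin-high and condensed-nucleus cell shares, with cell loss under 80%, at 10 µM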;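 further: anti alpha tubulin signal scored within the nucleus-defined area of each cell; some results filed as inactive read as strong as hits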
Dynein cargo inh – inhibitors of GR-EGFP nuclear translocation, primary screen, dynein cargo transport inhibitor project, imaging, high-content, 3617.4 mouse cells | test concentration mostly 20 µM; stimulated with dexamethasone, 1 µM; hits give low values | z-score, hits read low | 220,000 tested, 0.47% active | AID 1381, 2008;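 active means plate z-score of nuclear minus cytoplasmic receptor signal below a set negative limit, without overly bright fluorescence or cell loss, cut at about -3.5 in these data, passing the limit was not always enough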;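 further: z-score of nuclear minus cytoplasmic ring GR-EGFP intensity difference per well; some compounds called inactive have numbers as strong as hits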
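Medium: Induction medium lacking tetracycline, stripped serum | Probe or stimulus: 1.0 µM final dexamethasone stimulus | Schedule: 48 h induction, then 1 h compound, then 30 min agonist, 37 °C | Signal: Automated 10x imaging of fixed Hoechst-stained cells | Evaluation: Per-cell GR-EGFP intensity, nucleus versus surrounding cytoplasmic ring, well-averaged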
Ins promoter up – insulin promoter activators in MIN6 cells, imaging, high-content screening, mouse beta cells | MIN6 insulin promoter-GFP reporter; hits give high values | z-score at 5 µM | 190,000 tested, 0.3% active | AID 1625, 2009;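 active means z-score above 3 at 5 µM with at least 500 cells counted in the well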
ER stress rescue – rescue of cells from ER stress-induced death, primary screen, 384-well, CSM14.1, thapsigargin, ATP luminescence (AID 1222); cellular ATP content (survival), % at 20 µM, or EC50 in µM where a hit was titrated; CSM14.1 thapsigargin-induced death rescue, ATP luminescence; higher % means a stronger effect; 190,000 tested, under 10 active;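 active means EC50 below 50 µM in the dose-response confirmation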;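 further: death triggered by thapsigargin at about 15 µM added after 2 h compound pretreatment; cell ATP read after overnight thapsigargin exposure of roughly 18 to 22 hours; normalized against plate controls of thapsigargin alone and 5% DMSO vehicle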
Autophagy HCS – autophagy modulators in MEF cells, primary screen, imaging, high-content, MEF GFP-LC3; MEF GFP-LC3 puncta imaging; test concentration mostly 10 µM; calls only at 10 µM (by protocol); 190,000 tested, 0.98% active; AID 463193, 2010;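 active means percentage of spot-positive cells more than 3 SD above its plate mean, without a fluorescence outlier flag or 80% toxicity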;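 further: spot-positive cell cutoff set from DMSO-treated cells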
M17LAP inhibition – P. falciparum M17LAP inhibitors, primary screen, biochemical, fluorogenic H-Leu-NHMec substrate, 1536-well (AID 1619); 220,000 tested, 0.38% active; inhibition, % at 30 µM; hits with a dose series show IC50 in µM; recombinant M17LAP, H-Leu-NHMec fluorogenic kinetic assay; higher % means a stronger effect;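 active means compound inhibiting the enzyme by more than half at any dose during confirmatory dose-response retesting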;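 further: plate controls were full reaction with DMSO carrier for no effect and no enzyme background for full effect; strong numbers were not always called active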
Hep lipid drop – inhibitors of hepatocyte lipid droplet formation, primary screen, imaging, high-throughput imaging, BODIPY stain | AML12 mouse hepatocytes, oleate lipid droplets | inhibition, % at 6.5 µM | 240,000 tested, 0.4% active;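 active means lipid droplet intensity inhibited by at least 50%, with more than 500 cells counted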
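Material: mouse AML12 hepatocyte cell line, fixed after treatment; Timing: compound with oleate, overnight; Technique: high-content imaging of BODIPY-stained droplets and DAPI nuclei; Probe or stimulus: oleate, 100 µM final; Dosing: compound at 6.5 µM only.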
Dynein cargo inh cytoplasmic EGFP – second read-out of Dynein cargo inh, no call of its own (marks repeat the call); z-score; measured here: cytoplasmic GR-EGFP intensity; hits give high values
Dynein cargo inh nuclear GR-EGFP – further read-out of Dynein cargo inh, marked with its call; z-score; measured here: nuclear GR-EGFP intensity;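 lower value marks the stronger effect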
Dynein cargo inh cell count – also measured in Dynein cargo inh; calls as there; z-score; measured here: cell count per field
Ins promoter up cell count – recorded beside Ins promoter up, whose call it bears; cell count; measured here: cytotoxicity, nuclei count;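 total cells summed across four imaged fields per well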
Hep lipid drop cells 6.5 µM – second read-out of Hep lipid drop, no call of its own (marks repeat the call); cell count; measured here: cell count, cytotoxicity flag;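 cells counted across two imaged fields per well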
MT stabilize HCS Hoechst-high % – further read-out of MT stabilize HCS, marked with its call; % Hoechst-high responders; measured here: nuclear condensation Hoechst responders;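 share of cells brighter than vehicle mean plus two SD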
MT stabilize HCS cytotoxicity % – also measured in MT stabilize HCS; calls as there; toxicity, %; measured here: cytotoxicity by cell density;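 0% = mean cell density of plate MIN control wells and 100% = no cells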
Autophagy HCS cell loss 18 h – further read-out of Autophagy HCS, marked with its call; toxicity, %; measured here: cell loss, nuclei count;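 cell loss after 18 h compound exposure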
An asterisk follows results filed as active; i = inactive; nt = not tested or not shown. Hits appear at their usual frequency. Share with any hit: about 3.5%.

SMILES	Yfh1-off respiration	M1AAP inhibition	MT stabilize HCS	MT stabilize HCS Hoechst-high %	MT stabilize HCS cytotoxicity %	Dynein cargo inh	Dynein cargo inh cytoplasmic EGFP	Dynein cargo inh nuclear GR-EGFP	Dynein cargo inh cell count	Ins promoter up	Ins promoter up cell count	ER stress rescue	Autophagy HCS	Autophagy HCS cell loss 18 h	M17LAP inhibition	Hep lipid drop	Hep lipid drop cells 6.5 µM
CCOc1ccc(-c2nc(S(=O)(=O)c3ccccc3)c(N3CCOCC3)o2)cc1	i	6%	3.1	3.9	10	0.87	-0.27	0.69	-0.2	0	1457	1.7%	i	-2	1%	2	718
Cc1c(Cl)cccc1NC(=O)Nc1ccn(C)n1	i	1%	0.3	1.5	8.6	nt	nt	nt	nt	-0.04	1233	-2.5%	i	3	11%	1	708
Cc1nc(C)c(CC(=O)N2CCc3c([nH]c4ccccc34)C2c2ccccn2)s1 (centres undefined)	i	2%	2.4	2.3	4.7	-0.68	-0.22	-0.35	0.82	-0.72	1321	-1.5%	i	23	6%	-2	718
Cc1cc(NC(=O)CSc2nc3cc(C(=O)NCCCOC(C)C)ccc3c(=O)n2Cc2ccco2)no1	i	4%	4.3	2.4	1.4	1.9	-0.16	1.2	-1.2	-1.2	1262	-1.4%	i	13	10%	-8	710
CCOc1ccc(S(=O)(=O)NCCCN2CCOCC2)c2ccccc12	i	2%	2.0	1.7	12	1.9	-0.16	0.89	-1.1	0.08	1604	-0.7%	i	5	-2%	nt	nt
CC(C)(C)[C@@H]1C=C(C(=O)N2CCOCC2)O[C@H](OCc2ccc(CO)cc2)C1	i	0%	3.0	1.6	5.2	-0.57	-0.15	0.03	-0.5	1.5	1537	-1.3%	i	17	1%	4	753
CCOc1ccc2nc(NCCCO)[nH]c2c1	i	0%	1.8	1.9	4.0	1.3	-0.29	0.81	0.0061	nt	nt	-2.8%	i	-5	-4%	-4	704
Cc1ccc(O)c(C2=NNC(O)(C(F)(F)F)C2)c1 (centres undefined)	i	1%	1.1	1.2	6.3	-0.27	-0.0068	0.03	0.49	-0.39	825	-3.9%	i	2	1%	6	782
COC(=O)Nc1sccc1C(=O)Nc1sccc1C(=O)OC	i	3%	2.9	2.4	2.3	-0.35	0.012	-0.092	0.89	1.1	1351	-2.7%	i	-10	8%	0	677
O=C(Nc1ccc(Cl)cc1)[C@@H]1[C@@H]2C(=O)N(c3ccc4ccccc4c3)C(=O)[C@@H]2[C@H]2C=CC=NN21	i	4%	1.2	1.4	6.4	-0.87	-0.17	-0.34	0.72	-0.25	905	-1.6%	i	-1	2%	12	770
COc1ccc(C2(C(=O)NCC3CCCO3)CCOCC2)cc1 (centres undefined)	i	10%	3.8	2.3	3.7	-0.52	-0.12	-0.33	0.81	-0.16	1263	3.7%	i	-3	6%	8	785
O=C(O)COCC(=O)NCc1csc2ccc(Cl)cc12	i	-9%	nt	nt	nt	-0.23	0.01	0.24	-0.086	0.9	858	nt	nt	nt	-18%	-2	706
CCN(CC)S(=O)(=O)c1ccc(/C=C/C(=O)Nc2cccc(F)c2)cc1	i	4%	3.1	3.2	11	-0.28	-0.24	-0.38	0.26	-0.17	1292	-2.9%	i	2	0%	-2	649
O=C(Cn1cnc2c(cnn2-c2ccc(Cl)cc2)c1=O)N1CCN(c2ccccc2)CC1	i	8%	7.4	3.7	0.1	1.7	-0.15	0.6	-0.63	-0.51	1656	-0.4%	i	-14	10%	1	670
COC(=O)Nc1ccc(S(=O)(=O)N2CCCCC2C(=O)NCc2ccco2)cc1 (centres undefined)	i	14%	1.9	1.4	5.1	0.54	-0.26	0.94	1.2	nt	nt	-0.3%	i	-8	-6%	23	809
C=CCNc1nc(Nc2ccc([N+](=O)[O-])cc2)nc(N2CCCC2)n1	i	10%	1.8	1.8	4.9	-1.2	-0.27	-0.48	0.81	-0.48	1264	-7.6%	i	6	0%	4	639
CCN(c1ccccc1)c1nc(C#N)nc(N(CC)c2ccccc2)n1	i	8%	nt	nt	nt	-1.8	0.29	-0.31	-0.42	-0.22	1014	nt	nt	nt	-6%	-9	324
CN1/C(=C/C=C(C#N)C#N)C=Cc2ccccc21	i	9%	nt	nt	nt	0.26	0.026	0.37	-0.31	nt	nt	nt	nt	nt	1%	4	740
CC(C)(C)C(=O)Nc1ccc2c(c1)-c1cc(NC(=O)C(C)(C)C)ccc1C2	i	2%	2.6	1.2	3.0	-0.27	0.25	0.37	0.18	-0.3	1555	-0.3%	i	-18	-5%	nt	nt
Cc1ccc(C)c(NC(=S)N(Cc2ccco2)C(C)c2cccs2)c1 (centres undefined)	i	2%	5.2	1.1	9.7	-0.97	-0.11	-0.43	0.88	nt	nt	-1.0%	i	14	1%	-30	756
COCCn1c(SCC(=O)N(C(C)C)C(C)C)nnc1-c1cc2ccccc2cc1O	i	12%	3.7	1.0	10	1.2	-0.57	0.35	0.35	-0.21	1058	1.9%	i	1	12%	nt	nt
O=C(Nc1cc(S(=O)(=O)Nc2ccc(Cl)cc2)ccc1N1CCCCC1)c1ccc(F)cc1Cl	i	1%	54	4.6	50	-0.92	-0.23	0.14	0.76	nt	nt	-1.0%	i	16	-9%	-4	497
COc1ccc(C(=O)NCC(c2cccnc2)N2CCN(c3ccccc3)CC2)cc1OC (centres undefined)	i	10%	1.9	2.0	8.5	-1.1	-0.18	-0.5	0.74	-0.31	1164	-0.1%	i	-7	4%	5	737
Cc1oc(-c2ccccc2F)nc1CS(=O)(=O)CC(=O)NCCCN(C)C1CCCCC1	i	4%	5.2	4.1	2.6	0.88	-0.2	0.84	-1.4	0.14	1562	-1.3%	i	-15	3%	nt	nt
O=C(CCCc1c[nH]c2ccccc12)NCc1ccc2c(c1)OCO2	i	-2%	1.0	0.9	1.1	0.11	-0.37	-0.037	0.32	-0.24	976	-1.8%	i	-1	-1%	30	747
O=C(NN=C1CCCCCC1)c1ccc(Br)o1	i	2%	4.2	2.9	1.5	2.4	-0.23	2.1	-1.9	0.58	1190	0.0%	i	1	20%	3	666
Cc1ccc(Nc2nc(-c3ccncc3)cs2)cc1	i	12%	3.4	1.9	2.5	0.21	0.078	0.78	-1.3	0.13	1356	-0.1%	i	3	-1%	22	374
Cc1ccc(NC(C(N)=O)c2c(C)[nH]c(=O)[nH]c2=O)cc1 (centres undefined)	i	4%	2.4	1.7	8.3	-0.89	-0.29	-0.42	1.6	-0.56	1216	1.2%	i	4	-8%	0	723
CCc1ccc(NS(=O)(=O)c2ccc3[nH]cc(C(=O)N(C)Cc4ccco4)c(=O)c3c2)cc1	i	16%	3.1	2.1	7.5	-0.22	-0.18	0.38	0.089	-0.34	1615	-2.8%	i	11	-7%	nt	nt
O=C(NCc1nc2ccccc2[nH]1)C1=C[C@H](c2ccccc2)C[C@H](OCc2ccc(CO)cc2)O1	i	3%	2.1	2.2	12	0.13	-0.24	0.38	-0.6	0.38	1378	1.0%	i	-1	-1%	0	726
OCCC1CN(Cc2nc(-c3ccccc3)cs2)CCN1C1CCCC1 (centres undefined)	i	5%	1.9	2.0	6.3	-0.74	-0.35	-0.36	1.5	-0.24	1524	1.2%	i	6	7%	-16	676
COc1ccc(C(C)(C)C)cc1NC(=O)COC(=O)c1cc(SC)ccc1Cl	i	2%	4.5	3.2	5.3	-0.027	-0.28	-0.25	0.45	0.47	1459	-0.3%	i	-2	10%	-13	594
C=CCNC(=O)c1onc(CSc2cc(C)ccc2C)c1C(=O)O	i	-1%	2.8	1.8	3.6	-0.34	-0.24	-0.8	1.2	0.33	1548	5.5%	i	-6	17%	nt	nt
N#Cc1ccccc1NC(=O)COC(=O)c1ccc(S(=O)(=O)N2CCCC2)cc1	i	-9%	2.5	3.8	9.3	-0.28	0.051	-0.11	0.79	0.66	1368	-1.8%	i	-8	1%	nt	nt
CC(=O)NCCc1nc2ccccc2n1Cc1cc(C)ccc1C	i	19%	nt	nt	nt	0.96	-0.26	1	-0.72	0.97	1072	nt	nt	nt	-2%	-10	683
Cc1ccc(S(=O)(=O)Cn2nnnc2C(C(C)C)N2CCN(Cc3ccco3)CC2)cc1 (centres undefined)	nt	8%	1.2	1.1	13	-0.03	-0.24	0.13	0.22	-0.28	1137	-2.8%	i	-9	12%	nt	nt
CCCn1nnnc1SCC(=O)N1CCOCC1	i	0%	6.0	3.2	6.8	1.5	-0.22	1.4	-1.6	-0.14	1298	14%	i	-3	8%	nt	nt
CC1(C)CC(=O)C=C(N2CCCC2)C1	i	0%	2.8	1.5	3.2	0.96	0.48	1.4	-2.2	nt	nt	-0.8%	i	1	7%	-7	768

Source: PubChem (several laboratories)
